Screening data as filed in PubChem.
3T3 cytotox = kills NIH 3T3 cells | NIH 3T3 viability, CellTiter-Glo ATP luminescence, 48-72 h | AID 1345082 | Potency, µM (highest dose often 96.7 µM), for inactives: at the highest dose activity change, negative = cytotoxicity, most hits filed as inhibitors | 4.3% of 94,000 active; also: potency is read from the fitted curve at half-maximal effect; nearly all actives have a fitted effect of over 55% in size
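Cells were seeded at 400 per well, treated with pin-transferred compound, and kept 48 or 72 hr at 37 °C before CellTiter-Glo addition and luminescence imaging of cellular ATP.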
FLuc inh = Photinus pyralis luciferase inhibition; P08659; purified P. pyralis luciferase, luminescence, biochemical; Potency, µM (series often up to 115 µM), without a hit: top-dose activity change, negative = inhibition, most hits filed as inhibitors; 2.5% of 76,000 active; AID 1347043; also: potency is read from the fitted curve at half-maximal effect; nearly all actives have a fitted effect of over 65% in size
Target sequence (P08659 whole entry, looked up): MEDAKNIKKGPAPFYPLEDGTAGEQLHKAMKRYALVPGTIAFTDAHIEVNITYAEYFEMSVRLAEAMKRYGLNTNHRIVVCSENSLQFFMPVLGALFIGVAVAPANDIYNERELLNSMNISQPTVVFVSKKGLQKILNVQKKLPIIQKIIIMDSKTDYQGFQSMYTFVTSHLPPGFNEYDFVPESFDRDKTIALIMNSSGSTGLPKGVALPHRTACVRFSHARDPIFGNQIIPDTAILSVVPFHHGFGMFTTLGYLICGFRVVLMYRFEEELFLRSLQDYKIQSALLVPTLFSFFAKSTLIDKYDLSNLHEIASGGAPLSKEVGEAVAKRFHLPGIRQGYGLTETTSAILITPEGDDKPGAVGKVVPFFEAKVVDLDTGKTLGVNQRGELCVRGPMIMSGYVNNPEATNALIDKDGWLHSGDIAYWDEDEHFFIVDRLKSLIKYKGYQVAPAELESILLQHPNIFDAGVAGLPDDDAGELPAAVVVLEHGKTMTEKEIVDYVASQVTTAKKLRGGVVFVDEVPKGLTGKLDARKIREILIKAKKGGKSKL
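Biochemical qHTS: compound (6-point titration) added to 10uM D-luciferin plus 10uM ATP in Tris acetate pH 7.5 buffer with Mg, Tween-20 and BSA, then purified enzyme at 10nM; light output imaged.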
GPT2 inhibitor = blocks human glutamate pyruvate transaminase 2; Potency, µM (top dose mostly 57.7 µM), for inactives: at the highest dose activity change, negative = inhibition, hits mostly inhibitors; 0.25% of 100,000 active; AID 1671188; Recombinant GPT2, coupled pyruvate oxidase/HRP Amplex Red fluorescence; also: potency is read from the fitted curve at half-maximal effect; nearly all actives have a fitted effect of over 60% in size; many of its hits are not listed in these tables
Target sequence (Q8TD30 whole entry, looked up): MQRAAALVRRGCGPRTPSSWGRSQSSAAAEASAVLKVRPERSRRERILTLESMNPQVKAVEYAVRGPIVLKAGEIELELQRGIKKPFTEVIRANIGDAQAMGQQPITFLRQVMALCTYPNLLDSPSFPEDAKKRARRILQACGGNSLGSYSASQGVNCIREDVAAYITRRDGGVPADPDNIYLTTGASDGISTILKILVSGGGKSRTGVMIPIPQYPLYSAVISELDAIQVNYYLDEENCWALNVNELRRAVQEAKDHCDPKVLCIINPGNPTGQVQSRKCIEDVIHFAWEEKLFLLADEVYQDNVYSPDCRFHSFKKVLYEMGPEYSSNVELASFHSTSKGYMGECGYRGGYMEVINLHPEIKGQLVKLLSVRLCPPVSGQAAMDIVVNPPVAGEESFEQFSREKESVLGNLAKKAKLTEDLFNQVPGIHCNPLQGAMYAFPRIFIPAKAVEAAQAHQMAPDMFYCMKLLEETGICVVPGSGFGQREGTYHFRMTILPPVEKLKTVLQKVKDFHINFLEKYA
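Recombinant GPT2 (10ng/uL) with 250uM a-KG and 2mM L-alanine, 30 min at room temperature, in HEPES pH 7.5 buffer. Pyruvate detected by pyruvate oxidase/HRP/Amplex Red fluorescence after 30 min in the dark; AOA (50uM) as positive control.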
IP6K1 inh = IP6K1 kinase inhibition; Q92551; 0.81% of 140,000 active; IP6K1 kinase, ADP-Glo luminescence, 2 h; stronger effect = lower value; activity change, % (series mostly up to about 58 µM); in the data active = activity change below about -25%
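ADP-Glo luminescence measures ADP made by human IP6K1 during a 2 h RT reaction with ATP/IP6 (mix at 1.3 mM/130 uM); top library doses 57.5 and 19.1 uM final.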
SNCA expr inh = inhibitors of alpha-synuclein (SNCA) gene expression; 0.17% of 140,000 active; HEK-293 SNCA-luciferase knock-in, luminescence, 24 h; Potency, µM (series often up to 57.2 µM), for the others: top-dose activity change, negative = inhibition, hits mostly inhibitors; AID 1671194;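 also: potency is read from the fitted curve at half-maximal effect; plate controls were DMSO cells for no effect and cell-free wells for full effect; nearly all actives have a fitted effect of over 45% in size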
SNCA viab count = reduces viability of HEK-293 SNCA reporter cells; HEK-293-SNCA-luc viability, GF-AFC fluorescence, 24 h; Potency, µM (titrated, usually from 57.1 µM), for inactives: at the top dose activity change, negative = cytotoxicity, hits mostly cytotoxic; 0.12% of 150,000 active;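 also: potency is read from the fitted curve at half-maximal effect; 0% = DMSO-treated cells and -100% = medium-only wells without cells; nearly all actives have a fitted effect of over 30% in size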
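HEK-293-SNCA-luc cells (1500/well) plated 24 h, then exposed 24 h to a dilution series; GF-AFC added 30 min at 37C, fluorescence 405/540 nm; normalised to medium-only and DMSO wells, Hill fit.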
HEK cytotox = cytotoxic compounds in HEK 293 cells; Potency, µM (top dose mostly 115 µM), without a hit: at the top dose activity change, negative = cytotoxicity, most hits filed as inhibitors; 6.6% of 94,000 active; HEK 293 viability, ATP luminescence (CellTiter-Glo), 48-72 h; AID 1345083; also: potency is read from the fitted curve at half-maximal effect; nearly all actives have a fitted effect of over 60% in size
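Read-out: CellTiter-Glo ATP luminescence. Cells: HEK 293, 250 cells/well. Exposure: 48 or 72 hr, 37 degree Celsius.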
Numbers without * were called inactive; i = inactive; u = inconclusive; x = not tested or not shown; [ ] = another dose, or the depositor's remark. Unless noted, calls follow the shape of the dose curve; as a rule, active = well fitted curve in the direction sought with a large enough effect; inconclusive = small, poorly fitted or top-dose-only effect, or another doubt; inactive = no such curve, though single readings can be large; an effect the other way counts as inactive or inconclusive. Unless noted, % is scaled to controls: 0 for no effect and ±100 for the full control effect.

Second line of a record: 3T3 cytotox, FLuc inh, GPT2 inhibitor, IP6K1 inh, SNCA expr inh, SNCA viab count, HEK cytotox
1	O=C(NC1CCCCC1)N1Cc2[nH]cnc2C[C@H]1c1nc(-c2ccccc2)no1
 : 28µM*, 45µM*, 3%[88.5 µM], 0, 127%[activator][87.6 µM], -15%[87.6 µM], u
2	COc1ccccc1OCCC1CCN(C(=O)Cc2c[nH]c3ccccc23)C1 (centres undefined)
 : u, 13%, -4%, 12, -11%, -3%, u
3	O=C(NCCc1ccc(Cl)cc1)c1ccc(CS(=O)(=O)c2ccc(Cl)cc2)o1
 : x, x, x, -1, 17%, -4%, x
4	O=C1CC2CCCC(C1)N2C(=O)c1cccc(Cl)c1
 : 0%[138 µM], -3%[172 µM], i, 16, 16%[87.6 µM], 8%[87.6 µM], u
5	COCCNC(=O)c1ccc(OC2CCN(C/C=C/c3ccco3)CC2)c(Cl)c1
 : u, -2%, -15%, 3, -5%, -4%, u
6	CCOC(=O)c1cc(S(=O)(=O)NCc2ccc(C)cc2)[nH]n1
 : x, x, x, 16, -4%, 12%, x
7	c1ccc(CN2C[C@H]3CCN(C4CCCC4)C[C@H]32)cc1
 : u, x, -26%, -4, -12%, -16%, -25%
8	CC(C)NC(=O)N1CCC(c2noc(-c3cnccn3)n2)C1 (centres undefined)
 : -14%, -8%, i, -3, -9%, 1%, -10%
9	CCN(CCNC(=O)C1CCN(c2cn[nH]c(=O)c2)C1)Cc1ccccc1 (centres undefined)
 : -4%, 0%, 1%, 21, 6%, 7%, 2%
10	O=C(NCc1ccc(F)cc1)c1cnc2c(c1)N([S+](=O)([O-])c1cccnc1)CCC2
 : u, 9%[172 µM], i, 5, 6%[87.6 µM], 2%[87.6 µM], -3%[172 µM]
11	O=c1[nH]nc2n1CCN(Cc1cc(F)c(F)c(F)c1)CC2
 : 0%, -4%, -10%, -7, -21%, 3%, -3%
12	COCCOC1CCOC2(CCN(C(=O)C3(c4ccc(OC)cc4)CC3)CC2)C1 (centres undefined)
 : -11%, -10%, i, -14, 9%, 5%[12.5 µM], -9%
13	COc1cccc(C(=O)N2CCC(C(NC(=O)c3ccccc3C)C(=O)NCC(C)C)CC2)c1 (centres undefined)
 : u, -6%, i, 28, -3%, -3%, -8%
14	COCC(=O)N1CCC(N(Cc2cccnc2)C2CCOCC2)CC1
 : 5%, 3%, i, 7, -13%, 6%, -2%
15	CC(C)c1ccc(NC(=O)CSC2=Nc3ccccc3C3=NC(CC(=O)NCc4ccco4)C(=O)N23)cc1 (centres undefined)
 : x, x, x, -15, 12%, 8%, x
16	CN1CCC(N2CC[C@H](c3nnc(-c4ccc(Cl)cc4)o3)C2)CC1
 : u, 1%[172 µM], i, 9, 8%[87.6 µM], 5%[87.6 µM], u
17	CCOC(=O)CCCOc1cccn2c(=O)c(-c3cc(C)n(-c4ccc(Cl)cc4)n3)c(C)nc12
 : -11%, 14%, i, -4, -20%, -10%, -21%
18	O=C(CCC[C@@H]1[C@H]2CCCN3CCC[C@@H](CN1C(=O)c1ccccc1)[C@@H]23)NCCN1CCCCC1
 : -27%, 10%, i, -3, -14%, u, -25%
19	CS(=O)(=O)N1C[C@H]2CCN(C(=O)c3ncccc3F)C[C@H]21
 : -5%, -5%, -14%, 0, -1%, -3%[12.5 µM], -19%
20	CC1(COc2cccnc2)COc2ccc(C(=O)NC3CCC(O)CC3)cc2N1 (centres undefined)
 : u, -3%[172 µM], i, -2, -25%[87.6 µM], 3%[87.6 µM], u

Laid out differently: two of the compounds above
No.	compound	3T3 cytotox	FLuc inh	GPT2 inhibitor	IP6K1 inh	SNCA expr inh	SNCA viab count	HEK cytotox
8	CC(C)NC(=O)N1CCC(c2noc(-c3cnccn3)n2)C1 (centres undefined)	-14%	-8%	i	-3	-9%	1%	-10%
16	CN1CCC(N2CC[C@H](c3nnc(-c4ccc(Cl)cc4)o3)C2)CC1	u	1%[172 µM]	i	9	8%[87.6 µM]	5%[87.6 µM]	u

Screen by screen, quoted from above.
Compounds 1–4 in 3T3 cytotox read 28µM*, u, x, 0%[138 µM]
Compounds 1–4 in FLuc inh read 45µM*, 13%, x, -3%[172 µM]

(list continues)
Second line of a record: 3T3 cytotox, FLuc inh, GPT2 inhibitor, IP6K1 inh, SNCA expr inh, SNCA viab count, HEK cytotox
21	Cc1ccc(-n2c(=O)c3c4c(sc3n(CC(=O)Nc3cccc(Cl)c3)c2=O)CCCCC4)cc1C
 : x, x, x, 6, -1%, -4%, x
22	CN(Cc1nccn1Cc1ccccc1)C(=O)CCc1ccc2c(c1)OCO2
 : -28%, 0%, i, 5, -14%, -12%, u
23	Cc1cc(=O)n(CC(=O)N2CCN(c3ccc(F)cc3)CC2)c(-c2ccc(F)cc2)n1
 : i, 2%, i, -1, 24%, 11%, 11%
24	NCCn1cc(C(=O)NCc2cc3n(n2)CCN(C2CCCCC2)C3)nn1
 : 3%, 5%, -14%, 12, u, -9%, 1%
25	CCO[C@H]1CN(Cc2cnc(SCc3ccccc3)nc2)C[C@@H]1O
 : -14%, -5%, -6%, -3, 46%[activator], -11%, -15%
26	Cc1ccc2c(c1)SCC(=O)N2CC(=O)N(C)Cc1ccoc1
 : -15%, 0%, -21%, -1, 14%, -6%, i
27	CC(C)Oc1ccc(C(=O)N2CCC(c3nc4ccccc4s3)CC2)cc1
 : x, x, x, -6, -8%, u, x
28	CCN1CCN(CCCNC(=O)c2cc3c(s2)-c2ccccc2OC3)CC1
 : x, x, x, 2, 80%[activator], 3%, x
29	CC(C)Nc1ccc2nnc(-c3ccc(F)cn3)n2n1
 : u, -12%[230 µM], 2%[88.5 µM], -26*, -5%[87.6 µM], 4%[87.6 µM], u
30	CC(=O)NC(CCC(=O)O)C(=O)NCCc1ccc(O)cc1 (centres undefined)
 : x, x, i, 6, x, -26%, x
31	CC(C)=CCC1(CO)CCCN(Cc2cscn2)C1 (centres undefined)
 : -23%, 6%, 2%, -4, -25%, -2%, -20%
32	O=C(NCC1CCCCC1)c1nc2cccnc2n(C2CC2)c1=O
 : -19%[138 µM], x, i, 10, 12%[87.6 µM], -4%[87.6 µM], -3%[172 µM]
33	Cc1ccc(Cc2nc3ccccc3nc2SCC(=O)N2CCCc3ccccc32)cc1
 : x, x, x, -9, 5%, 17%, x
34	COc1ccc(-c2ccc(C(=O)N3CCN(C(=O)c4ccccc4)CC3)cc2)nn1
 : -16%, x, x, -1, x, x, -4%
35	CC(O)CN1CC2(CCC1=O)CCN(S(=O)(=O)N1CCCC1)CC2 (centres undefined)
 : -7%, -7%, -7%, 1, -5%, 1%, 4%
36	COC(=O)c1cc2occc2n1CC(=O)Nc1ccc(N(C)C)cc1
 : x, x, x, 17, -11%, 2%, x
37	CSCC(=O)N1CC[C@H](NC(=O)NC(C)C)[C@H]1C(=O)N(C)CC(N)=O
 : i, -2%[172 µM], i, -5, 8%[87.6 µM], -1%[87.6 µM], 3%[172 µM]
38	COc1cc(-c2ccnc3nc(Cc4ccc(F)cc4)nn23)cc(OC)c1OC
 : u, -11%, i, 3, u, u, 32µM*
39	CC(C)Cc1nc2nccc(-c3ccc(F)cc3)n2n1
 : -23%, -1%, i, 3, 0%, 8%, u
40	O=C(NC1CCCCC1)N1CCc2c(nc(-c3ccncc3)[nH]c2=O)C1
 : -37%, -8%, i, -12, 7%, 7%, -9%
41	CCOc1ccc(Cn2c(CNS(=O)(=O)c3ccc([N+](=O)[O-])cc3)nc3cccnc32)cc1
 : x, x, x, 9, 34%[activator], 3%, x
42	Cc1coc2c(C)c3oc(=O)c(CCC(=O)NCCc4ccccc4)c(C)c3cc12
 : x, x, x, -14, 9%, 0%, x
43	O=C(Nc1cccc(F)c1)N1CCCC(CN2CCOCC2)CC1 (centres undefined)
 : -8%, -4%, -3%, -14, 5%, 1%, -5%
44	O=C(NCCn1cc(SCc2ccc(F)cc2)c2ccccc21)c1cccs1
 : x, x, x, 20, u, u, x
45	COc1ccc(C(=O)N2C(C(=O)NCC(C)C)COC23CCN(C(=O)C2CCC2)CC3)cc1 (centres undefined)
 : -8%, -6%, 3%, 4, 4%, 4%, -4%
46	COCCn1c(=NC(=O)c2ccc3c(c2)OCCO3)sc2cc(C(=O)OC)ccc21
 : x, x, x, 2, 249%[activator], 8%, x
47	CN(C)c1cc(N2CCCC(N)C2)ncn1 (centres undefined)
 : 0%, 5%, u, 17, 11%, 1%, -1%
48	N#Cc1ccc(CN2CCCCCCNC(=O)[C@@H]3CCC[C@@H]32)cc1
 : -26%, -14%, i, 6, 17%, -21%, u
49	CCCCCNC(=O)c1cc(-c2ccccc2C(F)(F)F)nc2c1cnn2C
 : u, x, x, 3, x, x, u
50	CCN(CC)C(=O)c1sc2c(c1C)c(=O)n(-c1ccc(C)c(C)c1)c(=O)n2Cc1cc(=O)n2ccccc2n1
 : x, x, x, -6, -18%, 8%, x
51	CC(=O)N1CCc2c(sc3c2c(=O)n(-c2ccc(C)cc2)c(=O)n3Cc2ccccc2C)C1
 : x, x, x, 18, u, u, x
52	CCC(C)NC(=O)N1CC(n2cc(C(=O)N(C)CCOC)nn2)C1 (centres undefined)
 : -9%, 7%, 4%, 0, -1%, 4%, -5%
53	CCc1nnc(SCC(=O)Nc2cc(OC)ccc2OC)nc1CC
 : x, x, x, 5, 16%, -1%, x
54	Cc1onc(C(=O)N2CCc3c(c(-c4nncn4-c4ccccc4)nn3C)C2)c1CN1CCCCC1
 : i, 0%, 1%, 0, 1%, 12%, i
55	CC(Oc1ccccc1)C(=O)Nc1nc2ccc(S(N)(=O)=O)cc2s1 (centres undefined)
 : x, x, x, 1, -15%, 6%, x
56	CCN(Cc1ccccc1)Cc1nnc2cc(-c3nc(-c4ccccc4)no3)ccn12
 : -18%, -8%, i, 0, 1%, -6%, -26%
57	Cc1cccc(-c2cc(NC(=O)COc3ccccc3F)n(-c3ccccc3)n2)c1
 : x, x, x, 36, 12%, 0%, x

One compound at a time (already shown).
Profile of Cc1cccc(-c2cc(NC(=O)COc3ccccc3F)n(-c3ccccc3)n2)c1 : 3T3 cytotox = x; FLuc inh = x; GPT2 inhibitor = x; IP6K1 inh = 36; SNCA expr inh = 12%; SNCA viab count = 0%; HEK cytotox = x
Profile of O=C(Nc1cccc(F)c1)N1CCCC(CN2CCOCC2)CC1 (centres undefined) : 3T3 cytotox = -8%; FLuc inh = -4%; GPT2 inhibitor = -3%; IP6K1 inh = -14; SNCA expr inh = 5%; SNCA viab count = 1%; HEK cytotox = -5%

These rows are one share of the data; the hit share may differ from the screen's.
